Compound activity: PubChem, National Center for Advancing Translational Sciences (NCATS)
Nrf2 activator: Nrf2 pathway activation | AREc32 ARE-luciferase reporter (MCF7-derived line), luminescence, 24 h | Potency, µM (top dose mostly 46.1 µM), without a hit: top-dose activation, most hits filed as activators | hit rate 0.31% among 410,000 | AID 624171; further: potency means the concentration at half of the fitted maximal effect; % of control where 0% means no effect; nearly all actives have a fitted effect of over 65% in size
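Luminescent ARE reporter assay in AREc32_Fluc cells: overnight plating at 37 deg C, 24 hr compound incubation, Steady-Glo added, 30 min RT before reading.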
A549 viability: kills or reduces viability of A549 cells in Nrf2 counter-screen; A549 ARE-Fluc cells, CellTiter-Fluor viability, 18-24 h; Potency, µM (titrated, usually from 46 µM), for the others: top-dose activity change, negative = cytotoxicity, actives largely listed as inhibitors; hit rate 0.16% among 390,000; AID 504648; further: potency means the concentration at half of the fitted maximal effect; on the % scale 0 is the no-effect control and ±100 the full control effect
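A549 ARE_Fluc cells in 5% FBS OPTI-MEM were exposed to compounds in concentration-response for 18-24 h at 37 deg C. Viability was read by CellTiter-Fluor fluorescence (Ex 405/Em 525) after 30 min, before the luciferase read.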
CCT chaperon mod: modulators of cytosolic chaperonin (CCT/TRiC) activity. AID 651819. purified chaperonin ATPase assay, HTRF ADP detection, 30 min. activity change, % (no concentration beside the values), hits read low. hit rate 0.3% among 360,000; in the data active means activity change below about -30%; further: on the % scale 0 is the no-effect control and ±100 the full control effect
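TRiC at 40 or 20 nM final (batch-dependent) in 30 mM Tris pH 7.4, 100 mM KCl, 5 mM MgCl2, 1 mM DTT, with compound at single 76 uM and 10 uM ATP, 30 min at 37 deg C. ADP detected by HTRF Transcreener, 665/615 ratio.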
Nrf2 inh: blocks Nrf2 signaling. Potency, µM (doses to about 46 µM), for the others: at the top dose activity change, negative = inhibition, hits mostly inhibitors. hit rate 2.1% among 360,000. A549 ARE-Fluc reporter, luciferase luminescence, 18-24 h; further: potency means the concentration at half of the fitted maximal effect; on the % scale 0 is the no-effect control and ±100 the full control effect; nearly all actives have a fitted effect of over 60% in size
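Cells were seeded and rested 2 h, then exposed to compounds for 18-24 h. CellTiter-Fluor was read first as a viability measure. BugLite was added 15 min before the final luminescent read of ARE-luciferase activity in A549 cells.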
ATXN viability: cell viability loss in ATXN counter-screen; S2 cells (HEK-293 line with an ATXN2-luciferase reporter) viability, CellTiter-Fluor protease fluorescence, 24 h; hit rate 0.49% among 400,000; Potency, µM (highest dose often 56.7 µM), actives largely listed as cytotoxic; further: potency means the concentration at half of the fitted maximal effect; nearly all actives have a fitted effect of over 40% in size
Akt phos inh: inhibitors of Akt phosphorylation | activity change, % for hits at 50 µM | Neuro2A IGF-stimulated pAkt S473 HTRF, 20 min; hits give low values | hit rate 0.32% among 360,000; in the data active means activity change below about -80%; inconclusive means mostly about -51% to -80%; further: on the % scale 0 is the no-effect control and ±100 the full control effect
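Single-point screen (50 µM final compound) in Neuro2A cells stimulated 20 min with 6 nM IGF at 37 deg C. After lysis, Ser473-phosphorylated Akt read by HTRF (ex 330 nm, em 615/665 nm) as the 665/615 ratio.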
MmCpn inh: inhibitors of Methanococcus maripaludis chaperonin (MmCpn); purified Mm-Cpn ATPase, ADP Transcreener TR-FRET; Potency, µM (top dose mostly 76.9 µM), for the others: at the highest dose activity, negative = inhibition, usual class: inhibitors; hit rate 0.031% among 330,000; AID 504842; further: potency means the concentration at half of the fitted maximal effect; on the % scale 0 is the no-effect control and ±100 the full control effect; nearly all actives have a fitted effect of over 80% in size
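Purified archaeal Mm-CPN (25nM final) preincubated 10 min at 37degC with compound, then 10uM ATP for 30 min at 37degC; ADP measured by HTRF Transcreener TR-FRET; buffer 30 mM TRIS pH 7.4, 100mM KCl, 5mM MgCl2, 1mM DTT.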
HepG2 viability: HepG2 cytotoxicity, counter-screen for TGF-b inhibitors; HepG2 CAGA-GFP viability, ATP luminescence, 18 h; Potency, µM (highest dose often 46.1 µM), without a hit: top-dose activity change, negative = cytotoxicity, actives largely listed as cytotoxic; hit rate 0.76% among 410,000; further: potency means the concentration at half of the fitted maximal effect; some results filed as inactive show a strong effect at the top dose
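HepG2 CAGA-GFP cells (1000/well, DMEM with 1% FBS) received compound, then TGF-beta at 500 pg/mL final, and were incubated 18 hours at 37 degrees C. Viability was read by CellTiter-Glo luminescence. Media-only wells were set as complete cell-killing and DMSO as no toxicity.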
TGFb SMAD3 inh: inhibitors of TGF-b signaling; HepG2 CAGA-GFP TGF-b/SMAD3 reporter, GFP fluorescence, 18 h; TGF-beta stimulated, 500 pg/mL final; Potency, µM (top dose mostly 46.1 µM), without a hit: at the highest dose activity, negative = inhibition, most hits filed as inhibitors; hit rate 1.2% among 410,000; AID 588855; further: potency means the concentration at half of the fitted maximal effect; on the % scale 0 is the no-effect control and ±100 the full control effect; nearly all actives have a fitted effect of over 65% in size
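TGF-beta reporter screen: HEPG2 CAGA-GFP, 1% FBS, 500 pg/mL TGF-beta final, 18 h; per-cell GFP summed per well; curves fitted and categorized by class.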
An asterisk follows results filed as active; i = inactive; ? = inconclusive; . = not tested or not shown; & = joins results of further samples; [ ] = another dose, or the depositor's remark. Unless noted, the call rests on the fitted dose curve; in most records, active means well fitted curve in the direction sought with a large enough effect; inconclusive means small, poorly fitted or top-dose-only effect, or another doubt; inactive means no such curve, though single readings can be large; an effect the other way counts as inactive or inconclusive. No enrichment for hits, and some 4.4% of all compounds hit somewhere here.

SMILES | Nrf2 activator | A549 viability | CCT chaperon mod | Nrf2 inh | ATXN viability | Akt phos inh | MmCpn inh | HepG2 viability | TGFb SMAD3 inh
Cc1nn(-c2ccccc2)c(Cl)c1C(=O)NCc1ccccc1F | -0.4% | 5% | -2.2 | -14% | i | i | 0% | 1% | -1%
O=S(=O)(c1ccc(F)cc1)N1CCCC1 | -0.9% | -5% | -1.2 | -10% | i | i | -1% | 6% | 18%
Cc1ccc(S(=O)(=O)N2C[C@H]3C(=O)C[C@@H](c4ccccc4)N(S(=O)(=O)c4ccccc4)[C@H]3C[C@H]2c2ccccc2)cc1 | -0.1% | . | 0.0 | . | i | i | . | -2% | -2%
CCO[C@H]1OC(C(=O)N2CCN(Cc3ccc4c(c3)OCO4)CC2)=C[C@@H](C(C)(C)C)[C@@H]1CCCO | 9.5% | -7% | -2.7 | 1% | ? | i | . | -36% | ?
COc1ccc(S(=O)(=O)N2CCN(CCc3ccccc3)CC2)c(OC)c1 | -0.7% | -8% | -0.5 | 16µM* | i | i | 0% | -20% | -25%
S=c1nccc(-c2cc(Cl)sc2Cl)[nH]1 | ? | -1% | -49* | . | i | i | 2% | 15% | -4%
Cc1occc1C(=O)N/N=C/c1cccc2ccccc12 | 12% | -1% | 0.1 | ? | . | i | 0% | 2% | 36%[activator]
O=C(/C=C/c1ccccc1)N1CCN(S(=O)(=O)c2ccc(F)cc2)CC1 | -0.1% | -2% | -0.9 | 6% | i | i | 2% | -3% | -28%
Cc1noc2ncnc(Oc3ccc4ccccc4c3)c12 | 0.5% | -1% | -1.0 | -16% | i | i | 1% | -51% | -2%
FC(F)(F)c1cccc(-c2ccn3ncnc3n2)c1 | 0.7% | -16% | -56* | -12% | i | i | 2% | 5% | -5%
O=C(Nc1cccc(Cl)c1)C1CCCN(c2cnccn2)C1 (centres undefined) | 4.9% | 1% | -3.5 | 11% | i | i | 0% | -1% | 25%
CCCNc1nc2c(c(=O)n(C)c(=O)n2C)n1Cc1ccc(F)cc1 | 0.5% | -16% | -3.3 | 15µM* | ? | i | 1% | -3% | -28%
COCCOC(=O)C1=C(C)Nc2cc(=O)[nH]c(=O)n2C1c1cccc([N+](=O)[O-])c1 (centres undefined) | -0.1% | -4% | 0.3 | 9% | i | i | 0% | -4% | 3%
CCCCS(=O)(=O)CC(O)CSc1nc(-c2ccc(C)cc2)cc(-c2ccccc2)c1C#N (centres undefined) | -0.8% | -4% | . | ? | i | . | . | -5% | ?
COc1ccc(CN2C(=O)CS/C2=N/N=C/c2cccs2)cc1 | 1.1% | -1% | 1.0 | ? | i | i | -1% | 43% | 55%[activator]
CCNC(=S)Nc1cc(OCC)c(NC(=O)c2cccs2)cc1OCC | -0.1% | 6% | 1.3 | -4% | i | i | -2% | 1% | -7%
COc1ccc(-c2nnc(Nc3nc4c(OC)cccc4s3)o2)c(OC)c1 | 2.8% | ? | -1.0 | -20% | ? | i | -22% | -13% | -19%
CCn1c(SCC(=O)NCc2ccccc2)nc2nc3c(cc2c1=O)CCCC3 | 2.1% | -10% | 1.2 | ? | i | i | -4% | 0% | 3%
Cc1ccc(Cl)cc1NC(=O)c1sc2nc(-c3ccccc3)cn2c1C | 0.5% | 0% | . | . | i | . | . | -4% | 6%
O=C(NCCN1CCOCC1)c1sc2ccccc2c1Cl | 3.9% | -11% | 0.7 | ? | i | i | 1% | -1% | -28%
Cc1ccc(NC(=O)Nc2csc3c2CCCC3)c(C)c1 | -0.2% | 6% | . | 14% | . | . | . | -1% | 7%
O=C(c1cccc(Cl)c1)N1CCC2CC1c1cc(-c3ccc(F)cc3)ccc12 (centres undefined) | 4.3% | 1% | 1.2 | ? | i | i | . | -21% | ?
CN1/C(=N\O)c2cccc3cccc1c23 | 0.1% | -4% | -14 | ? | i | i | -5% | -5% | 0%
O=C(CSc1nnc(NC(=O)C2CCC2)s1)NC1CC1 | -0.3% | 4% | 2.0 | ? | i | i | 2% | 1% | 1%
ClC(Br)=C(n1cnc2ccccc21)n1cnc2ccccc21 | 2.3% | 4% | -2.4 | -22% | i | i | -3% | -28% | 0%
O=c1cc(O)cc2n1CCC2 | -0.3% | . | -2.3 | . | i | i | . | -7% | 4%
O=C(NCc1ccccc1)c1onc(CSc2ccc(Cl)cc2)c1C(=O)NCc1ccccc1 | -0.2% | -6% | -1.1 | -16% | i | i | 1% | -10% | -7%
C/C(=N\N=C(/N)SC1CC(=O)N(c2ccc(Cl)cc2)C1=O)c1cccs1 (centres undefined) | ? | 2% | -1.4 | -9% | i | i | 1% | -6% | ?
Cc1c(NS(=O)(=O)c2ccccc2F)c(=O)n(-c2ccccc2)n1C | -0.1% | 0% | -2.6 | 1% | i | i | -1% | -17% | -7%
COc1ccc(CNC(=O)C2CCCN2S(=O)(=O)c2ccc(C)cc2)cc1 (centres undefined) | -0.6% | -4% | -1.5 | 5% | i | i | -1% | 0% | -8%
COc1ccc(CCNS(=O)(=O)c2ccc(C3CNC(=O)C3)cc2)cc1OC (centres undefined) | -0.4% | -6% | -0.5 | -1% | i | i | 3% | -8% | -4%
Cc1ccc(S(=O)(=O)NC(C)(C)CN2CCCCC2)cc1 | -1.0% | 1% | 0.3 | -4% | i | i | -2% | -20% | -1%
OCCN1CCN(C(=S)Nc2ccc(Oc3ccccc3)cc2)CC1 | 0.4% | 10% | -0.8 | -13% | i | i | -12% | -17% | -6%
COCCCNC(=O)C1CCN(C(=O)c2ccc(-n3ccc4ccccc43)s2)CC1 | 11% | 14% | . | 30% | . | . | . | -33% | -30%
Nc1nnc(CC(=O)N/N=C\c2ccc(-c3cccc(Cl)c3)o2)s1 | -0.4% | 5% | -0.4 | 10% | i | i | 1% | -2% | 19%
Cc1ccc(N2CC(C(=O)NCc3cccnc3)CC2=O)cc1 (centres undefined) | -0.4% | 7% | -1.7 | 9% | i | i | -1% | -10% | 11%
CC(=O)c1c(C)[nH]c(-c2ccccc2)c1C | 13% | 0% | -0.4 | -15% | i | i | 0% | 10% | 0%
Cc1nc(NC(=O)COc2ccccc2)sc1C(=O)Nc1ccccc1 | 0.6% | 0% | -3.5 | 2% | ? | i | -8% | -22% | 4%
CCC(=O)N1CCc2cc(S(=O)(=O)NC(C(=O)NCCc3cccc(C)c3)C(C)C)ccc21 (centres undefined) | -0.8% | -2% | . | 3% | i | . | . | -14% | -12%
Cc1ccc(SCc2c(C(=O)N/N=C/C3CC=CCC3)nnn2-c2nonc2N)cc1 (centres undefined) | 0.1% | 2% | -19 | 16% | i | i | 0% | 22% | -10%
COc1ccc(Cn2ccnc2SCC(=O)NC2CCCC2)cc1 | -1.3%&-0.7% | 7%&7% | -0.6 | -1% | i | i | -1% | -37%&-21% | ?
COc1cccc(-c2ncc3ccccc3c2COC(=O)CCC(=O)O)c1 | -1.1% | -3% | -2.3 | -28% | i | i | -1% | -9% | -22%
CC1CN(C(=O)c2cc3ccccc3oc2=O)CC(C)O1 (centres undefined) | -0.2% | -1% | -0.1 | -21% | i | i | -1% | -1% | 25%
COc1ccc(CNC(=O)COC(=O)/C=C/c2ccco2)cc1 | -0.1% | 3% | 1.4 | 0% | i | i | -4% | 0% | 2%
COc1ccc(NC(=O)c2ccco2)cc1NC(=O)COc1ccccc1 | 2.8%&6.0% | -4%&-3% | -1.9 | -8%&12% | i | i | -1% | -25%&-16% | ?
Cc1cc(C)n(CCCNC(=O)c2ccc(C)c(S(=O)(=O)N3CCOCC3)c2)n1 | 0.7% | 0% | -0.5 | -9% | i | i | 0% | 4% | 17%
CCOC(=O)c1c(C2COc3ccccc3O2)csc1NC(=O)c1ccccc1 (centres undefined) | 0.0% | 3% | -1.0 | 3% | i | i | 1% | 2% | 13%
CCOc1ccc(S(=O)(=O)N(C)CC(=O)NCc2ccc3c(c2)OCO3)cc1 | 0.2% | 2% | -1.8 | -6% | ? | i | -2% | -11% | -10%
Nc1cc(=O)[nH]c(SCC(=O)N2CCCC2)n1 | -1.9% | 1% | -1.0 | 3% | i | i | 2% | -4% | 0%
CC1CN(C(C)C)C(C)CC1OC(=O)c1ccccc1 (centres undefined) | -0.3% | 18% | 0.7 | 0% | i | i | -2% | -2% | 2%
N#Cc1ccccc1NC(=O)COC(=O)CCc1ccc(S(=O)(=O)N2CCCCC2)cc1 | -0.2% | -2% | 1.8 | -14% | i | i | 2% | 16% | -17%
CC(C)(C)N1CCC1CN (centres undefined) | 0.1% | 1% | -1.3 | -6% | i | i | -14% | 0% | ?
COc1ccccc1CC(=O)Nc1ccc2c(c1)C(=O)NC2=O | -1.2%[9.22 µM] | -3% | -0.5 | 4% | i | i | -1% | -9% | 4%
CCN(CC)CCCNC(=O)c1[nH]c(C)c(C(=O)NC2CCCCC2)c1C | -0.1% | -5% | -3.6 | 13% | i | -83%* | -1% | 1% | 1%
COCc1cc(C)nc(SCC[N+](C)(C)CC(=O)c2ccccc2)c1C#N | -0.6% | -8% | -1.7 | -5% | i | i | 0% | -16% | -6%

Three entries from above, with values under each structure.
Results follow in this order: Nrf2 activator	A549 viability	CCT chaperon mod	Nrf2 inh	ATXN viability	Akt phos inh	MmCpn inh	HepG2 viability	TGFb SMAD3 inh
- CCN(CC)CCCNC(=O)c1[nH]c(C)c(C(=O)NC2CCCCC2)c1C
 : -0.1%	-5%	-3.6	13%	i	-83%*	-1%	1%	1%
- COc1ccc(CNC(=O)COC(=O)/C=C/c2ccco2)cc1
 : -0.1%	3%	1.4	0%	i	i	-4%	0%	2%
- CCOC(=O)c1c(C2COc3ccccc3O2)csc1NC(=O)c1ccccc1 (centres undefined)
 : 0.0%	3%	-1.0	3%	i	i	1%	2%	13%
